Compound activity deposited in PubChem BioAssay by The Scripps Research Institute Molecular Screening Center.
OX1R antag-1: blocks the human orexin 1 receptor; O43613; CHO/OX1R cells, Fluo-8 calcium fluorescence, orexin A; inhibition, % at 5 µM; 0.43% of 330,000 active; AID 434989;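 active = inhibition above its plate's threshold, mean inhibition of all tested compounds on the plate plus 3 SD, cut at about 37% in these data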;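 also: 0% = orexin A challenge wells and 100% = SB-334867-A antagonist wells; not every result past the cut was called active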
Target sequence (O43613 whole entry, looked up): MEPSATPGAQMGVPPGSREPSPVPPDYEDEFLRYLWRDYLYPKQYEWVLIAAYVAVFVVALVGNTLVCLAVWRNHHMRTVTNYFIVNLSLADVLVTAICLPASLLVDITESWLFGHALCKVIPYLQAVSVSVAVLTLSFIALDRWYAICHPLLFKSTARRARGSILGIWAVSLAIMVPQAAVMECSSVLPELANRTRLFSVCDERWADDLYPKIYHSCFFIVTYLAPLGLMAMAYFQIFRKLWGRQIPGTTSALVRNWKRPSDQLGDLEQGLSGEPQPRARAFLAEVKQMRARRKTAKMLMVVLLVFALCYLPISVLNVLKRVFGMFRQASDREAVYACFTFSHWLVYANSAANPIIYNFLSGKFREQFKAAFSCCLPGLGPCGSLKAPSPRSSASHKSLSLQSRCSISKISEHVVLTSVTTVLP
OX1R antag-2: OX1R (human) antagonism; OX1R-expressing cells, FRET antagonist read-out; AID 485270; inhibition, % at 6.6 µM; O43613; 1.8% of 330,000 active; in the data active = inhibition mostly above about 38%, no sharp cut-off; inactive = mostly below about 40%;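 also: 0% = agonist challenge alone and 100% = reference antagonist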
Starred values were filed as active, the others as inactive.

1: CC(=O)NC1(C(F)(F)F)C(=O)NC(C)=C1C#N (centres undefined)
2: COc1cc(CC(=O)OCC(=O)Nc2ccc(Cl)c(S(=O)(=O)N(C)C)c2)cc(OC)c1OC
3: CC1(C)CC(=O)C2=C(C1)OC1OC(=O)CC21C (centres undefined)
4: Cc1ccccc1-c1nn(-c2ccc(F)cc2F)cc1CNC1CC1
5: CC(C)(C)c1nnc2sc(SCC(=O)c3cccs3)nn2c1=O
6: Cc1ccc(NC(=O)c2ncn(CC(=O)NCc3ccc4c(c3)OCO4)n2)cc1C

Compound	1	2	3	4	5	6
OX1R antag-1	15	-27	-6	-34	-19	-4
OX1R antag-2	8	13	3	8	10	18

7: CCOCCn1ccc2c(OCC(=O)Nc3ccccc3F)cccc2c1=O
8: O=S(=O)(c1ccc(Cl)nc1)N1CCC(Cc2ccccc2)CC1
9: O=C(CC1c2ccccc2Oc2ccccc21)NCc1ccco1
10: O=c1c2sc3nc(N4CCOCC4)c4c(c3c2nnn1Cc1ccccc1)CCCC4
11: Cc1cc2ccccc2c(=O)n1CC(=O)NC1CCCCCC1
12: CC1(C)CC(NC(=O)c2sc3cc(Cl)ccc3c2Cl)CC(C)(C)N1

Compound	7	8	9	10	11	12
OX1R antag-1	-13	-13	-20	-19	-22	-14
OX1R antag-2	27	3	15	8	14	12

13: CCO[C@@H]1OC(C(=O)N2CCN(Cc3ccccc3)CC2)=C[C@H](C)[C@H]1CCCO
14: COc1ccc(NS(=O)(=O)c2cccc(C(=O)NCC(c3ccccc3OC)N3CCCC3)c2)cc1 (centres undefined)
15: CCN(CC)c1nc2c(c(=O)[nH]c(=O)n2C)n1Cc1ccccc1
16: Cc1ccc(C(=O)Nc2cccc(-c3cnc4ccccc4n3)c2)cc1
17: Cn1ncc([N+](=O)[O-])c1C(=O)N/N=C/c1c[nH]c2ccccc12
18: Cc1ccc(NC(=O)CSc2nnc(-c3ccccn3)n2N)c(Br)c1

Compound	13	14	15	16	17	18
OX1R antag-1	-32	-15	-19	-1	-8	-47
OX1R antag-2	31	23	14	5	38	9

19: S=C(NCc1ccccc1)NCC1COc2ccccc2O1 (centres undefined)
20: CCc1ccc(O)c(N=Cc2cccc(C)c2O)c1
21: Cc1cc2nc(/C(C#N)=C/c3ccncc3)[nH]c2cc1C
22: COc1ccccc1CN1CCC(CNS(=O)(=O)c2cc(-c3onc(C)c3C)ccc2OC)CC1
23: CCOC(=O)c1ccc(Nc2cc(C)nc(C)c2C(=O)OCC)cc1
24: O=C(Nc1ccccc1O)N1c2ccccc2Sc2ccccc21

Compound	19	20	21	22	23	24
OX1R antag-1	5	-20	-26	-4	-19	-6
OX1R antag-2	8	16	16	21	16	26

Overlap with the part before: four compounds; new compounds follow.
21: Cc1cc2nc(/C(C#N)=C/c3ccncc3)[nH]c2cc1C
22: COc1ccccc1CN1CCC(CNS(=O)(=O)c2cc(-c3onc(C)c3C)ccc2OC)CC1
23: CCOC(=O)c1ccc(Nc2cc(C)nc(C)c2C(=O)OCC)cc1
24: O=C(Nc1ccccc1O)N1c2ccccc2Sc2ccccc21
25: N#C/C(=N\Nc1cc(Cl)cc(Cl)c1)c1nnc2n1CCCCC2
26: CCOc1cc(/C=C/C(=O)O)ccc1OCCOc1ccc(F)cc1
27: Cc1ccc(O)c(NC(=O)CCC2CCCCC2)c1
28: CCCCC(=O)OCc1nc(N)nc(Nc2ccccc2C)n1
29: Cc1cccc(Sc2ccc([N+](=O)[O-])cc2[N+](=O)[O-])n1
30: Cc1cc(C)cc(NC(=O)CC23CC4CC(C2)CC(n2nnc(C)n2)(C4)C3)c1

Compound	21	22	23	24	25	26	27	28	29	30
OX1R antag-1	-26	-4	-19	-6	-37	-19	-30	-26	-25	-28
OX1R antag-2	16	21	16	26	18	19	17	12	50	21

31: Brc1ccc(N=Cc2ccccn2)cc1
32: CCOC(=O)c1c(C)nc2c(c1-c1cc(OC)ccc1OC)C(=O)CC(C)(C)C2
33: Cc1ccc(NC(=O)CCC(=O)N2CCOc3ccccc32)c(Cl)c1
34: CCOC(=O)c1ccc(NC(=S)N(CCCN2CCCCC2)Cc2ccco2)cc1
35: N#Cc1ccc(OCC(=O)Nc2ccc(S(=O)(=O)N3CCOCC3)cc2)cc1
36: O=C(c1cccc(-n2cccc2)c1)N1CCN(S(=O)(=O)c2ccccc2)CC1

Compound	31	32	33	34	35	36
OX1R antag-1	-22	-29	-10	-15	17	-16
OX1R antag-2	10	15	8	19	1	5

37: O=C(O)CC(CC(=O)NCC(O)c1ccccc1)c1ccccc1 (centres undefined)
38: CC(=O)Nc1nc(C(=O)O)cs1
39: O=C(NCCCn1ccnc1)C(=O)NCC(c1ccco1)N1CCN(c2ccc(F)cc2)CC1 (centres undefined)
40: COC(=O)C(CC(C(=O)OC)C(=O)OC)C(=O)OC
41: Cc1ccc(C(=O)OCc2nc3ccsc3c(=O)[nH]2)o1
42: CCCOc1ccc(N2C(=O)CC(NCCc3ccc(S(N)(=O)=O)cc3)C2=O)cc1 (centres undefined)

Compound	37	38	39	40	41	42
OX1R antag-1	-16	-7	-12	-4	-14	-15
OX1R antag-2	-4	10	11	20	7	7

43: O=C1[C@H]2[C@@H](c3ccc(F)cc3)N3C(=O)N(c4cccc(F)c4)C(=O)[C@@]3(Cc3ccc(Cl)cc3)[C@H]2C(=O)N1C1CCCCC1
44: COc1ccc(C(CC(=O)O)NC(=O)c2ccccc2)cc1OC (centres undefined)
45: O=C(CN1C(=O)c2ccccc2C1=O)Nc1cc([N+](=O)[O-])ccc1O
46: COc1ccc(C2c3c(ccc4ccccc34)Oc3ncn4nc(-c5ccco5)nc4c32)cc1 (centres undefined)
47: COCCCn1c(SCC(=O)O)nc2cc(OC)c(OC)cc2c1=N
48: COC(=O)CCN(C(=O)c1cccc(OC(C)=O)c1)c1ccccn1

Compound	43	44	45	46	47	48
OX1R antag-1	-48	-12	-7	-27	7	-1
OX1R antag-2	5	30	15	13	8	22

In a second layout: results already given
[43] O=C1[C@H]2[C@@H](c3ccc(F)cc3)N3C(=O)N(c4cccc(F)c4)C(=O)[C@@]3(Cc3ccc(Cl)cc3)[C@H]2C(=O)N1C1CCCCC1
  OX1R antag-1: -48 | OX1R antag-2: 5

[44] COc1ccc(C(CC(=O)O)NC(=O)c2ccccc2)cc1OC (centres undefined)
  OX1R antag-1: -12 | OX1R antag-2: 30

[45] O=C(CN1C(=O)c2ccccc2C1=O)Nc1cc([N+](=O)[O-])ccc1O
  OX1R antag-1: -7 | OX1R antag-2: 15

[46] COc1ccc(C2c3c(ccc4ccccc34)Oc3ncn4nc(-c5ccco5)nc4c32)cc1 (centres undefined)
  OX1R antag-1: -27 | OX1R antag-2: 13

The results go on.
49: Cc1cc(C)n(C/C=C/Cn2nc(C)cc2C)n1
50: CCC(=O)OCc1c(C(F)(F)F)nn(C)c1Oc1cccc(C(F)(F)F)c1
51: COc1ccc(N2CCN(C(=O)CSc3nnc4c(C)cc5c(C)cc(C)cc5n34)CC2)cc1
52: CC(=O)N1CCN(c2ccc([N+](=O)[O-])c(NCC3CCCO3)c2)CC1 (centres undefined)
53: Cc1ccc(-c2c(C(=O)N/N=C/c3ccncc3)nnn2-c2nonc2N)cc1
54: O=C(NCc1ccccc1)c1nc[nH]c1C(=O)N1CCN(c2ccccc2)CC1

Compound	49	50	51	52	53	54
OX1R antag-1	-6	-10	-40	-9	-22	-13
OX1R antag-2	8	10	15	79*	25	11

55: CCCCCCCC(=O)NNC(=O)CC(=O)Nc1ccccc1C(=O)O
56: O=C1CCCN1CCCNS(=O)(=O)c1ccc(Br)s1
57: CCc1c(C)nc(Nc2nc(C)c3cc(OC)ccc3n2)[nH]c1=O
58: O=C(CN1CCN(CCOCCO)CC1)N1c2ccccc2Sc2ccc(Cl)cc21
59: Cc1cccc(-n2cnc3cc(C(=O)N4CCc5ccccc54)ccc32)c1
60: CN(C(=O)COC(=O)c1nn(C)c(=O)c2ccccc12)c1c(N)n(Cc2ccccc2)c(=O)[nH]c1=O

Compound	55	56	57	58	59	60
OX1R antag-1	-27	-2	-7	-18	-13	-5
OX1R antag-2	9	10	31	10	17	13

61: COc1cc(C(=O)N2CCN(c3ccccc3OC)CC2)c([N+](=O)[O-])cc1OC
62: COc1ccc(C(=O)c2c(C)c3ccccc3n2CC(O)CNC(C)C)cc1 (centres undefined)
63: O=C(Cc1ccccc1Cl)NNC(=O)Nc1ccccc1
64: CCCCOc1ccc(C(=O)CCN2CCOCC2)cc1
65: O=C(O)c1ccc(Nc2ncnc3scc(-c4ccccc4)c23)cc1
66: C=CCn1c(-c2cccc(OC)c2OC)n[nH]c1=S

Compound	61	62	63	64	65	66
OX1R antag-1	-18	-20	5	-17	-18	10
OX1R antag-2	13	5	25	32	23	18

67: O=C(NNS(=O)(=O)c1ccccc1[N+](=O)[O-])c1cccnc1
68: Cc1occc1-c1nnc(SCC(=O)Nc2ccccc2N2CCCCC2)n1C
69: CC1CN(C2=NC(=O)/C(=C3/C(=O)N(Cc4ccc(F)cc4)c4ccccc43)S2)CC(C)O1 (centres undefined)
70: CCN(CC)CC(=O)Nc1sc2c(c1C(=O)c1ccccc1C)CCC2
71: CCOC(=O)CC1C(=O)NCCN1S(=O)(=O)c1ccccc1 (centres undefined)
72: CCN(c1ccc(NC(=O)c2ccc(Cl)nc2)cc1)C(C)C

Compound	67	68	69	70	71	72
OX1R antag-1	-9	-16	-39	-24	-9	-1
OX1R antag-2	14	25	10	6	7	33

73: CNC(=O)NC(=O)C(C)OC(=O)c1c2c(nc3ccccc13)/C(=C/c1cccs1)CC2 (centres undefined)
74: COc1ccc(-c2csc3ncnc(N4CCN(Cc5ccccc5)CC4)c23)cc1
75: COc1ccc(CCNC(=O)c2cccc([N+](=O)[O-])c2)cc1OC
76: CCN(CC(=O)Nc1c(F)cccc1F)C(=O)c1cc(S(=O)(=O)NCc2ccccc2)ccc1C
77: O=C(NC(Cc1ccccc1)C(=O)N1CCCCC1)c1ccccc1 (centres undefined)
78: COC(=O)c1cc(C(=O)OCC(=O)N(C)c2ccccc2)cc([N+](=O)[O-])c1

Compound	73	74	75	76	77	78
OX1R antag-1	52*	-32	-3	29	-29	-24
OX1R antag-2	66*	18	15	25	3	53

79: COc1ccc(NC(=O)NCCN2CCN(c3cccc(Cl)c3)CC2)cc1
80: O=C(Cn1ncc2c(=O)oc3ccccc3c21)NCCCN1CCCC1=O
81: COCCCN1CC(=O)N2C(c3ccc(OC)c(OC)c3)c3[nH]c4ccccc4c3C[C@H]2C1=O (some centres undefined)
82: CC(C)(C)N(Cc1ccccc1)C(=O)COC(=O)CNC(=O)c1ccco1
83: Cc1cn(S(=O)(=O)c2ccc(Cl)cc2)c(C)n1
84: COc1ccc(OC)c(-c2nnc3n2N=C(c2ccc(OC(F)F)c(OCC4CC4)c2)CS3)c1

Compound	79	80	81	82	83	84
OX1R antag-1	-16	4	-26	-4	-26	28
OX1R antag-2	9	12	12	3	9	23

85: CCOC(=O)COc1ccc(S(=O)(=O)N2CCN(c3ccc(OC)cc3)CC2)cc1
86: CNC(=S)NCC(O)c1ccc([N+](=O)[O-])cc1 (centres undefined)
87: CCN1CCCC1CNC(=O)C(NC(=O)C1CCC(C)CC1)C(C)C (centres undefined)
88: COc1ccc(OCC#CCn2ccnc2)cc1
89: COc1ccc(CNC(=O)COC(=O)CCN2C(=O)C3CC=CCC3C2=O)cc1OC (centres undefined)
90: O=C(CN1C(=O)NC2(CCCCCCC2)C1=O)NCc1ccc(F)cc1

Compound	85	86	87	88	89	90
OX1R antag-1	-12	-10	-17	1	9	-20
OX1R antag-2	22	32	5	13	-1	9

91: O=C(CNC(=O)Cn1ccc2ccccc2c1=O)NCCCN1CCN(c2cccc(Cl)c2)CC1
92: CCN(C(=O)CSc1ccc2c(c1)OCCO2)C1CCS(=O)(=O)C1 (centres undefined)
93: CC(Sc1ncnc2sccc12)C(=O)Nc1ccc(C(N)=O)cc1 (centres undefined)
94: COc1cc(/C=N/Nc2cc(C)nc(NS(=O)(=O)c3ccccc3)n2)ccc1O
95: Cc1ccc(C(=O)NNC(=O)Cn2ccc(C(F)(F)F)n2)o1
96: CS(=O)(=O)c1cccc(S(=O)(=O)N2CCCCCC2)c1

Compound	91	92	93	94	95	96
OX1R antag-1	-21	-23	-6	-17	-3	-13
OX1R antag-2	26	5	26	2	2	19
